tim23-1 inh = growth inhibitors of tim23-1 mutant yeast; S. cerevisiae tim23-1 growth, BacTiter-Glo luminescence, 24 h; inhibition, % at 20 µM; 1.3% of 330,000 active; AID 463212;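 active = growth inhibition of the mutant yeast at or above 50%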;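 note: temperature-sensitive mutant grown at 25 °C; plate controls were DMSO-treated mutant yeast for no effect and medium wells lacking yeast for full effect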
CXCR6 block = CXCR6 (human) receptor inhibition | 0.36% of 360,000 active | inhibition, % at 20 µM | CHO-K1 PathHunter CXCR6 beta-arrestin, luminescence; in the data active = inhibition above about 34%, passing the limit was not always enough;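 note: antagonist mode with CXCL16 agonist at 10 nM final; 0% = 10 nM CXCL16 with DMSO and 100% = unstimulated wells without agonist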
EBI2 antag = blocks human EBI2 receptor beta-arrestin signaling; 0.81% of 360,000 active; EBI2 beta-arrestin recruitment, luminescence, 7a,25-OHC stimulated; inhibition, % at 5 µM; P32249; in the data active = inhibition above about 38%;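 note: enzyme fragment complementation signal reports receptor beta-arrestin coupling in cells; 0% = agonist plus DMSO wells and 100% = wells without agonist; some results beyond the cut were filed as inactive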
Mdm2 MdmX PPI = inhibitors of human Mdm2/MdmX interaction; O15151+Q00987; SaOS-2 split-luciferase Mdm2/MdmX complementation, luminescence; inhibition, % at 8 µM; 3% of 330,000 active; AID 485346;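 active = inhibition of at least 50% at 8 µM in the primary screen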
Target sequence (O15151 whole entry, looked up): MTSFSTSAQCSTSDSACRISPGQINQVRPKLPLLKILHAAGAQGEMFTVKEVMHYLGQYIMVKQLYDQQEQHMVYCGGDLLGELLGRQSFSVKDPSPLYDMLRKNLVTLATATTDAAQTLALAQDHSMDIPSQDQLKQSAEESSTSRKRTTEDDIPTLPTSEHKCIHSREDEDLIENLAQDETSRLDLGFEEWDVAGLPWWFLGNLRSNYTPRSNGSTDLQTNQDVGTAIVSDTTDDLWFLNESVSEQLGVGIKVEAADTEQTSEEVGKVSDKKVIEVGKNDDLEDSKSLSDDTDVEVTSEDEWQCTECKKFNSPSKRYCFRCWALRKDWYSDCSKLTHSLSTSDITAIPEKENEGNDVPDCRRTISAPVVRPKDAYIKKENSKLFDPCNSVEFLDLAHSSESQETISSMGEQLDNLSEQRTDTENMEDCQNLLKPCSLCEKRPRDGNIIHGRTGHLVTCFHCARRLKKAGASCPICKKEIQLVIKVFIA
Target sequence (Q00987 whole entry, looked up): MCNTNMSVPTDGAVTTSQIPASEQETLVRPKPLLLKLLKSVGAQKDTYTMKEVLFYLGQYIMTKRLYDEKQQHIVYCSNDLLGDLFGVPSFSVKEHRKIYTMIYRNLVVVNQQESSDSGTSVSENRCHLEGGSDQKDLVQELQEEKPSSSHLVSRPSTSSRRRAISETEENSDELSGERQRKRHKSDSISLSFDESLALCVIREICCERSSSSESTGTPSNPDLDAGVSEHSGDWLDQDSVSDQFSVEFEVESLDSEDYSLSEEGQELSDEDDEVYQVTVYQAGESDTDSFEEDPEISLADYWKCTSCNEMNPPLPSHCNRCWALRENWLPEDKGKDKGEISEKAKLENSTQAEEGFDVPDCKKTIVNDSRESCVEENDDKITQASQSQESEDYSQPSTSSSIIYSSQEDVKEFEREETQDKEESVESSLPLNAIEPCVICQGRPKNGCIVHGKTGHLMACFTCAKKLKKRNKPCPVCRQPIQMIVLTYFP
UPR XBP1 act = adaptive UPR (XBP1) activation; CHO-XBP1 luciferase reporter, IRE1-XBP1 UPR activation, luminescence; percent of tunicamycin response, DMSO as zero; 0.33% of 330,000 active; AID 463104; activation, % at 20 µM;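 active = versus positive control, 20 µM dose yields 30% or more activation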;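 note: 100% = tunicamycin at 10 µg/mL and 0% = DMSO only wells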
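Assay system: CHO-XBP1 luciferase reporter cells; Schedule: 6 h treatment, 37 °C; Detection: glow luminescence from Steady-Glo reagent; Benchmarks: high control tunicamycin 10 µg/mL final, low control DMSO vehicle only.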
CCR6 antag = antagonists of human CCR6 receptor; AID 493098; 0.49% of 340,000 active; inhibition, % at 20 µM; P51684; CHO-K1 CCR6 PathHunter beta-arrestin, luminescence, CCL20-stimulated;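 active = compounds whose inhibition of the agonist-driven luminescence signal at 20 µM reaches about 50%, limit read from the data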;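 note: cells stimulated with CCL20 at 14 nM final; plate controls were DMSO with CCL20 for no effect and DMSO without agonist for full effect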
APJ ag = APJ receptor agonism | P35414 | CHO-K1 APJ PathHunter beta-arrestin, luminescence; 0% DMSO wells, 100% apelin | activation, % at 20 µM | 0.11% of 330,000 active | AID 2520;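 active = activation more than six SD over the plate average, tested at 20 µM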;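 note: 0% = DMSO alone and 100% = apelin-13 at 10 nM; some results filed as inactive read as strong as hits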
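assay system = CHO-K1 APJ beta-arrestin complementation cell line | input = cell density 1000 per well | dosing = compound 20 µM once, DMSO 1% | timing = compound 90 min 25 °C, reagent 1 h | measured by = luminescence from split beta-galactosidase complementation, Galacton Star/Emerald II substrate | read-out basis = APJ agonist activity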
APJ antag = APJ receptor antagonism. P35414. AID 2521. CHO-K1 APJ beta-arrestin complementation, luminescence. 0.32% of 330,000 active. inhibition, % at 20 µM;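 active = inhibition above about 40% at 20 µM, limit read from the data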;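 note: cells challenged with 10 nM apelin-13 agonist together with compound; plate controls were apelin-13 plus DMSO wells for no effect and DMSO wells lacking apelin-13 for full effect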
UPR CHOP act = activators of apoptotic arm of unfolded protein response (CHOP); activation, % at 10 µM; 0.34% of 330,000 active; CHO-CHOP luciferase reporter, UPR activation, luminescence; percent of tunicamycin response over DMSO baseline;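 active = at 10 µM dose, activation of 40% or more, normalized to positive control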;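 note: 100% = tunicamycin at 10 µg/mL and 0% = DMSO alone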
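Material: CHO-CHOP cells, stable luciferase reporter of PERK-eIF2a-CHOP signalling; quantity: 500 reporter cells seeded per well; buffer or medium: F12 medium containing 10% fetal bovine serum; compound: one dose, 10 µM in 0.5% DMSO; incubation: 6 h compound treatment, 37 °C; measured by: Steady-Glo luciferase luminescence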
* marks the source's active call; other numbers are inactive results; . = no result given.

1: COc1ccc(OC)c(S(=O)(=O)N(C)CC(=O)N2CCOCC2)c1
2: C=CC[n+]1c(/C=C/c2ccc(OC(C)=O)c(OC)c2)ccc2ccccc21
3: CC(C)c1ccc(NC(=O)Cc2cn(C)c3ccccc23)cc1
4: Cc1ccc(S(=O)(=O)N2CCC(=O)N(C(COCc3ccccc3)C(C)C)CC2)cc1 (configuration not stated)
5: CC(Sc1nnc(N)s1)C(=O)c1c(N)n(C)c(=O)n(C)c1=O (configuration not stated)
6: O=C(Nc1cc([N+](=O)[O-])ccc1F)C1CCN(S(=O)(=O)c2cccs2)CC1
assay / entry	1	2	3	4	5	6
tim23-1 inh	12	34	33	20	7	2
CXCR6 block	5	7	2	3	-6	10
EBI2 antag	5	4	9	8	-9	-12
Mdm2 MdmX PPI	22	7	-34	0	11	-9
UPR XBP1 act	-3	-1	0	-1	0	-2
CCR6 antag	4	7	19	12	-1	5
APJ ag	-5	-3	-3	7	-3	2
APJ antag	-1	16	-11	-3	17	10
UPR CHOP act	-1.3	1.8	-3.1	-3.0	2.9	-0.5

7: CC(=O)N1[C@H](C)C=C[C@]1(Cc1ccccc1)C(=O)NCCN1CCOCC1
8: COC(=O)[C@@]12CCCN1[C@H](c1ccc(-c3ccc4c(c3)OCO4)cc1)[C@H]1C(=O)N(C)C(=O)[C@H]12
9: CCOC(=O)N1CCN(C(=O)c2cccn3c(=O)c4sccc4nc23)CC1
10: COc1ccc(OC(C)C(=O)N(C)Cc2nc(-c3ccccc3)no2)cc1 (configuration not stated)
11: Cc1ccc2cc3cc(C(=O)N4CCN(Cc5ccccc5)CC4)sc3nc2c1
12: COC(=O)c1ccc(NC(=O)CSCC(=O)OCC(=O)c2ccc(Br)cc2)cc1
assay / entry	7	8	9	10	11	12
tim23-1 inh	8	5	8	17	0	29
CXCR6 block	-13	8	3	-3	5	2
EBI2 antag	0	6	-15	0	80*	2
Mdm2 MdmX PPI	-6	9	22	20	-6	-13
UPR XBP1 act	1	1	-1	-2	-2	0
CCR6 antag	-8	5	2	-6	0	21
APJ ag	3	1	-1	4	-3	-2
APJ antag	-6	13	5	17	-4	20
UPR CHOP act	-0.1	-1.1	0.4	0.3	0.7	0.1

13: CN(C)C(=S)Nc1ccc([N+](=O)[O-])cc1
14: N#CCc1ccc(OC(=O)c2cccnc2)cc1
15: CCOC(=O)c1cc(C)[nH]c1C
16: O=C1c2ccccc2C(=O)N1Cc1ccccn1
17: O=C(COC(=O)/C=C/c1ccc(F)cc1)NCc1ccc2c(c1)OCO2
18: Cc1cnc(C(=O)Nc2cccc(S(=O)(=O)N(C)C)c2)cn1
assay / entry	13	14	15	16	17	18
tim23-1 inh	10	7	15	14	1	0
CXCR6 block	3	4	11	0	1	11
EBI2 antag	-14	14	-2	1	0	-18
Mdm2 MdmX PPI	-1	13	-22	9	10	7
UPR XBP1 act	-2	-3	-1	-3	-1	2
CCR6 antag	-3	-16	8	-8	4	5
APJ ag	-4	-4	2	-3	-7	-1
APJ antag	-10	4	-14	0	9	9
UPR CHOP act	2.6	-1.8	0.9	-2.3	-0.5	2.6

19: O=C(OCC(=O)N1CCCCC1)c1ccc(OC(F)(F)F)cc1
20: CCCCNC(=O)[C@H]1C[C@H]1[C@@H](O)[C@H](CO)NC(=O)[C@H](Cc1ccccc1)NC(=O)OC(C)(C)C
21: O=C(O)c1c(-c2ccccc2)c(-c2ccccc2)nc2ccccc12
22: CCCc1nc(SCC(=O)c2ccc(OC)cc2)c2ccccc2n1
23: Cn1c(SCC(=O)NC2CCS(=O)(=O)C2)nnc1-c1ccco1 (configuration not stated)
24: COc1ccccc1NC(=O)CCC(=O)OCc1ccc([N+](=O)[O-])cc1
assay / entry	19	20	21	22	23	24
tim23-1 inh	7	12	8	36	8	-4
CXCR6 block	-9	0	-14	-6	-4	2
EBI2 antag	5	-5	3	13	-5	-13
Mdm2 MdmX PPI	5	5	2	-2	-10	4
UPR XBP1 act	4	-1	-3	1	0	3
CCR6 antag	14	-10	5	14	9	16
APJ ag	-1	6	-2	-3	2	-5
APJ antag	11	7	3	0	-30	-1
UPR CHOP act	1.7	1.7	0.9	2.3	-0.9	-1.5

25: COc1ccc2[nH]c(=O)c(CN(C(C)=O)C3CCCCC3)cc2c1
26: CC1=CC(C)(C)N2C(=O)C3(C(C#N)=C(N)OC4=C3C(=O)CC(C)(C)C4)c3c(C)c(C)cc1c32 (configuration not stated)
27: CC1CCN(S(=O)(=O)c2ccc(C(=O)Nc3nnc(C4=COCCO4)o3)cc2)CC1
28: Cc1ccc(CN2CCN(C3CCOCC3)CC2CCO)cc1 (configuration not stated)
29: CS(=O)(=O)N(CC(=O)N1CCc2ccccc2C1)c1cccc(F)c1
30: O=C(c1ccc([N+](=O)[O-])cc1)N1CCOC12CCN(c1ncc(C(F)(F)F)cc1Cl)CC2
assay / entry	25	26	27	28	29	30
tim23-1 inh	0	17	6	2	6	-11
CXCR6 block	1	10	-1	-7	-4	-12
EBI2 antag	-11	5	9	-3	4	3
Mdm2 MdmX PPI	15	17	29	-28	18	16
UPR XBP1 act	-2	5	-6	-1	-1	0
CCR6 antag	-3	10	5	-8	-2	18
APJ ag	0	-5	0	-4	-4	-1
APJ antag	-4	-12	12	12	-14	2
UPR CHOP act	-1.4	-1.8	0.3	-0.5	-0.8	-1.1

31: O=[N+]([O-])c1cccc(N(CC(O)CN2CCCC2)S(=O)(=O)c2ccccc2)c1 (configuration not stated)
32: CCOc1ccc(/C=N/NS(=O)(=O)c2ccc(C)cc2)cc1OC
33: COc1ccc(Cl)cc1C(=O)NNC(=O)c1cccnc1
34: Cc1nc2cc(-c3ccsc3-n3c(C)ccc3C)[nH]n2c(=O)c1Cl
35: N#CCCn1cc(/C=C(\C#N)c2nc3ccccc3s2)c(-c2ccc(F)cc2)n1
36: COCCC(=O)N1CCC(n2nccc2NC(=O)CCc2ccccc2)CC1
assay / entry	31	32	33	34	35	36
tim23-1 inh	-86	10	-6	5	-24	-4
CXCR6 block	-16	-4	4	4	20	-7
EBI2 antag	6	-3	0	-9	46*	7
Mdm2 MdmX PPI	-7	22	9	11	5	1
UPR XBP1 act	-5	1	-2	-4	3	0
CCR6 antag	-6	-10	12	0	16	3
APJ ag	-4	1	0	2	-5	-1
APJ antag	5	14	3	18	0	9
UPR CHOP act	0.1	-0.5	-1.2	-0.7	-0.6	1.9

37: COc1ccc(/C=C/C(=O)Nc2ccc3nc4n(c(=O)c3c2)CCCC4)cc1
38: CSc1nc(-c2ccccc2)nc(C(Cl)Cl)n1
39: O=C(COC(=O)c1ccc([N+](=O)[O-])cc1)NC12CC3CC(CC(C3)C1)C2
40: COc1ccc(CNC(=O)c2ccc(Cn3nc(C)c([N+](=O)[O-])c3C)o2)cc1
41: CCNC(=O)CC1C(=O)N(c2ccc(OC)cc2)C(=S)N1CCc1ccncc1 (configuration not stated)
42: CCCn1c2ccccc2c2cnn(CC(=O)NC3CCCCC3C)c(=O)c21 (configuration not stated)
assay / entry	37	38	39	40	41	42
tim23-1 inh	-26	-4	31	-19	3	5
CXCR6 block	-5	13	-2	-4	-6	9
EBI2 antag	40	34	10	1	-4	-3
Mdm2 MdmX PPI	70*	101*	-24	17	12	-1
UPR XBP1 act	26	31*	-1	1	1	1
CCR6 antag	0	36	11	-2	.	18
APJ ag	-1	-2	-2	-1	-2	0
APJ antag	3	25	3	-16	15	-12
UPR CHOP act	6.6	46*	-0.2	-0.9	-0.5	-2.9

43: C/C(CCC1CC(C)(C)OC1=O)=N\NC(N)=S (configuration not stated)
44: CCOC(=O)c1cnc2c(-c3ccc(Cl)cc3)c(C)nn2c1N
45: NNC(=O)CN1C(c2ccc(Br)cc2)=Nc2ccc(Br)cc2C1c1ccccc1 (configuration not stated)
46: Cc1ccc(-c2nnc(-n3ncc(C#N)c3N)c3ccccc23)cc1C
47: O=C(NC(=S)N1CCN(c2ccc([N+](=O)[O-])cc2)CC1)c1ccccc1
48: O=C(c1cc(-c2cccc(O)c2)on1)N1CCc2ccccc2C1
49: CC(=O)N1CCN(S(=O)(=O)c2ccc(C)cc2)C1C (configuration not stated)
50: COc1ccc(-c2noc(N3CCC(C(=O)Nc4cc(OC)ccc4OC)CC3)n2)cc1
assay / entry	43	44	45	46	47	48	49	50
tim23-1 inh	16	-12	22	-12	0	50*	13	27
CXCR6 block	0	-5	-7	12	21	-8	2	-8
EBI2 antag	3	6	5	5	4	-4	-1	15
Mdm2 MdmX PPI	-7	45	-13	29	20	-12	-2	26
UPR XBP1 act	-1	-3	0	3	-2	0	0	-3
CCR6 antag	2	3	17	25	35	3	8	16
APJ ag	1	1	4	-3	-1	-2	8	-1
APJ antag	-1	26	-9	20	3	13	-60	8
UPR CHOP act	0.2	3.5	-0.1	0.4	-0.2	-0.4	-0.1	7.7

Source: PubChem BioAssay

The list is partial. The share of hits here may be higher or lower than overall.
